# D2 antag – HTS Assay for Allosteric Antagonists of the Human D2 Dopamine Receptor: Primary Screen for Antagonists; D(2) dopamine receptor (Homo sapiens), P14416; 340,000 compounds, 2% hits; HEK293 TREx D2 cells, calcium flux, dopamine EC80; inhibition, % at 10 µM; AID 485344, 2010; in the data active = inhibition above about 30%; also: 0% is about no effect
#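 In this primary screen, negative modulation is detected by tracking calcium flux after an EC80 dopamine challenge in inducible HEK293 T-REx D2 cells preexposed to test compound for 180 s.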
# ERG Ets-DNA blk – qHTS for Small Molecule Inhibitors of the ERG Ets/DNA interaction; Transcriptional regulator ERG (Homo sapiens), P11308; fluorescence polarization, His-ERG Ets domain / labelled DNA; Potency, µM (series often up to 76.9 µM), inactives show at the top dose FP activity, negative = inhibition, usual class: inhibitors; 370,000 compounds, 0.028% hits; AID 624246, 2012; active = well fitted inhibition curve with a large enough effect in the polarisation, with a control signal flat; inconclusive = small, poorly fitted or top-dose-only effect, or effect the other way, or a change in a side signal; inactive = no such curve, though single readings can be large or run the other way; the % refers to the polarisation;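 also: polarization taken with two DNA probes labelled with fluorescein and Texas red; potency is read from the fitted curve at half-maximal effect; % of control where 0% means no effect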
#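 His-tagged ERG Ets domain (1 uM in the protein solution; 300mM KCl, 50mM Tris-HCl, 1mM EDTA, 1mM DTT, pH 7.5) received compound, then a probe mix of 5 nM fluorescein-DNA and 100nM Texas-615-DNA. Fluorescence polarization was read for both dyes.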
# ALOX12 inh – Primary qHTS assay for inhibitors of human arachidonate 12S-lipoxygenase (ALOX12): Round 2; Polyunsaturated fatty acid lipoxygenase ALOX12 (Homo sapiens), P18054; purified 12hLO, xylenol orange hydroperoxide absorbance; Potency, µM (doses to about 108 µM), for inactives: at the highest dose activity change, negative = inhibition, hits mostly inhibitors; 580,000 compounds, 1.1% hits; AID 1671190, 2021; also: potency is read from the fitted curve at half-maximal effect; % is scaled to controls: 0 for no effect and ±100 for the full control effect
# Target sequence (P18054 whole entry, looked up): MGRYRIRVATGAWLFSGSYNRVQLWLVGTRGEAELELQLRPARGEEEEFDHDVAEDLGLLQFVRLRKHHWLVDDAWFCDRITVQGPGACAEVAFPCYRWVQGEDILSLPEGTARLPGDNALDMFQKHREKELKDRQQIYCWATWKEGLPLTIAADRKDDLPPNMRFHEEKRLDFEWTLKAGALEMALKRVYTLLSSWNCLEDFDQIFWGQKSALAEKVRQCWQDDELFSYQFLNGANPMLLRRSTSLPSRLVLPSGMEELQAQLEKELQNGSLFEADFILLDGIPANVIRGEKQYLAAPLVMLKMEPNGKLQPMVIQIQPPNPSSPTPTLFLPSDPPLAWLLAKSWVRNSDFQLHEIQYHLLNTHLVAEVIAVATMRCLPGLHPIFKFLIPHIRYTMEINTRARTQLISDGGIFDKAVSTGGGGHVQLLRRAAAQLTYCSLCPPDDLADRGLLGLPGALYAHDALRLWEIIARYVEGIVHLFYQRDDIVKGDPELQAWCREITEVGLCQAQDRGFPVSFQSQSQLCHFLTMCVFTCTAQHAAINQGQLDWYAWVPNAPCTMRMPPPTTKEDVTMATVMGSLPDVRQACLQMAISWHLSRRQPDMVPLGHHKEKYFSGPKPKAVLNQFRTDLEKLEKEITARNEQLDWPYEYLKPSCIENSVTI
#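 Hydroperoxide product was detected by ferrous iron/xylenol orange as the 573 to 405 nm absorbance ratio. Arachidonic acid at 40 uM (final) was turned over for 30 min at room temperature by 150 nM human 12hLO, pH 7.0 Hepes buffer, after 15 min compound preincubation.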
# RGS4 inh – Inhibitors of Regulator of G Protein Signaling (RGS) 4: qHTS | Regulator of G-protein signaling 4 (Homo sapiens), P49798 | Transcreener GDP fluorescence polarization, RGS4-accelerated GTP hydrolysis | Potency, µM (top dose mostly 114 µM), for inactives: at the highest dose activity change, negative = inhibition, hits mostly inhibitors | 390,000 compounds, 0.039% hits | AID 504845, 2011; also: potency is read from the fitted curve at half-maximal effect; % is scaled to controls: 0 for no effect and ±100 for the full control effect; nearly all actives have a fitted effect of over 75% in size; some results filed as inactive show a strong effect at the top dose
#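 MLSMR compounds (23 nl, pin-transferred) preincubated 10 min at room temperature with a 500nM (2x) first reagent, then RGS4 at 900nM (2x) plus Transcreener GDP mix added; fluorescence polarization (620/688 nm) read before and after 90 min at 30 °C.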
# LDHA inh – qHTS assay for inhibitors of human lactate dehydrogenase | purified LDHA, NADH/diaphorase-resazurin fluorescence; active compounds read low | 480,000 compounds, 0.15% hits | activity change, % (values are at about 110 or 230 µM); in the data active = activity change below about -30%; inconclusive = mostly about -25% to -30%;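 also: plate controls were DMSO wells for no effect and wells without enzyme for full effect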
#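 Enzyme activity of human lactate dehydrogenase 5 (2 nM; 0.06 mM NADH, 0.2 mM pyruvate, 5 min, RT) is measured via a resazurin/diaphorase fluorescence readout of residual NADH.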
# GRP78 ERSR act – qHTS for Inducers of the Endoplasmic Reticulum Stress Response (ERSR) in Human Glioma: qHTS; Potency, µM, inactives show at the top dose activation, usual class: activators; AID 602332, 2012; 420,000 compounds, 0.02% hits; U87-MG GRP78 promoter luciferase reporter, 16 h; also: potency is read from the fitted curve at half-maximal effect; series mostly up to about 76 µM; % of control where 0% means no effect; nearly all actives have a fitted effect of over 35% in size
#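 ERSR induction read as luciferase luminescence (Bright-Glo, 10 min at room temperature) in stably transfected human U87-MG glioma cells exposed to compounds for 16 h, using GRP78 as sensor.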
# Vif-APOBEC3G blk – qHTS for Inhibitors of Vif-A3G Interactions: qHTS; DNA dC->dU-editing enzyme APOBEC-3G (Homo sapiens), Q9HC16; HeLa A3G-eYFP + Vif (tagged APOBEC3G with the HIV-1 protein that degrades it), YFP fluorescence, overnight; Potency, µM (titrated, usually from 46.1 µM), for inactives: at the top dose activity, negative = active, actives largely listed as inhibitors; 410,000 compounds, 0.076% hits; AID 602310, 2012;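 also: potency is read from the fitted curve at half-maximal effect; % is scaled to controls: 0 for no effect and ±100 for the full control effect; nearly all actives have a fitted effect of over 60% in size; hits raise eYFP signal because A3G escapes Vif-driven loss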
# Target sequence (Q9HC16 whole entry, looked up): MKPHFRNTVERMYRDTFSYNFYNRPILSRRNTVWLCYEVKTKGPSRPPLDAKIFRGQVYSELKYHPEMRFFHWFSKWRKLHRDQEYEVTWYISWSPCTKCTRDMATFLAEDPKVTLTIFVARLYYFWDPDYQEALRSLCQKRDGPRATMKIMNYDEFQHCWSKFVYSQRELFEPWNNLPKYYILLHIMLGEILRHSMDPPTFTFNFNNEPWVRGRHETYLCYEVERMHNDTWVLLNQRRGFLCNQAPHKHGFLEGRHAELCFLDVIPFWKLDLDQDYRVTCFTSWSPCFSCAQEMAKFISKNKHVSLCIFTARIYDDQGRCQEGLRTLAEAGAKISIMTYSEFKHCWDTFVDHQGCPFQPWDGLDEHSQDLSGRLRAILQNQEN
#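 Read-out is eYFP fluorescence (Ex 488/Em 500-530) from Vif-expressing HeLa A3G-eYFP cells; more signal means A3G escaped Vif-mediated degradation. Cells plated overnight, compound pinned in, incubated overnight at 37 deg C.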
# Vif-A3F inh – qHTS for Inhibitors of Vif-A3F Interactions: qHTS; HeLa A3F-eYFP + Vif (tagged APOBEC3F with the HIV-1 protein that degrades it), YFP fluorescence increase; Potency, µM (highest dose often 46.1 µM), without a hit: at the highest dose activity, negative = active; 390,000 compounds, 0.2% hits; AID 602313, 2012; also: potency is read from the fitted curve at half-maximal effect; % of control where 0% means no effect; nearly all actives have a fitted effect of over 65% in size
#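 HeLa cells stably expressing Vif plus C-terminally eYFP-tagged A3F were seeded, incubated overnight at 37 deg C, dosed with compound, incubated overnight again at 37 deg C. Yellow fluorescence (Ex 488/Em 500-530) reported blocked Vif-mediated A3F-eYFP degradation.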
# D2 agonist – HTS Assay for Allosteric Agonists of the Human D2 Dopamine Receptor: Primary Screen for Agonists; D(2) dopamine receptor (Homo sapiens), P14416; HEK293 T-REx D2 cells, calcium flux agonist mode; AID 485358, 2010; 340,000 compounds, 0.53% hits; activation, % at 2 µM;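 active = activation over 3 SD above normal in the single-dose calcium agonist read, cut at about 30% in these data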; also: 0% is about no effect
#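 In this primary screen, compounds producing a positive calcium signal within 180 s of addition to tetracycline-induced, force-coupled HEK293 Trex D2 cells are flagged; cells are dye-loaded with a no-wash calcium kit beforehand.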
# * = called active by the depositor; i = inactive; ? = inconclusive; nt = not tested or not shown; & = joins results of further samples; [ ] = another dose, or the depositor's remark. Unless noted, calls follow the shape of the dose curve; as a rule, active = well fitted curve in the direction sought with a large enough effect; inconclusive = small, poorly fitted or top-dose-only effect, or another doubt; inactive = no such curve, though single readings can be large; an effect the other way counts as inactive or inconclusive. A portion of the library. The share of hits here may be higher or lower than overall.
# Every second line gives: D2 antag | ERG Ets-DNA blk | ALOX12 inh | RGS4 inh | LDHA inh | GRP78 ERSR act | Vif-APOBEC3G blk | Vif-A3F inh | D2 agonist
Cc1ccc2nc(-c3ccc(NC(=O)CSc4ccccc4)cc3)[nH]c2c1
  -16 | nt | -3% | -35% | -7 | 0% | -8% | -2% | -0.6
O=C1CCCN1CC(O)CS(=O)(=O)Cc1ccc(Cl)cc1Cl (configuration not stated)
  -1 | 1% | 7% | 2% | -8 | 0% | 0% | 0% | -0.6
O=C(/C=C/c1cccc([N+](=O)[O-])c1)Nc1cccc(NC(=O)c2cccs2)c1
  -17 | -23% | -9% | 3%[11.4 µM] | -1 | 3% | -1% | 2% | 0.4
CCN(CC)CC(=O)Nc1sc2c(c1C(=O)c1ccccc1OC)CCC2
  -41 | 4% | i | 36% | -3 | -3% | -3% | -1% | 0.4
CC(NC(=O)Cc1ccc(Br)cc1)c1ccccc1 (configuration not stated)
  -14 | -4% | 80% | 8% | -2 | 1% | -3% | 2% | -0.1
O=C(COC(=O)c1cc(S(=O)(=O)NCc2ccccc2)ccc1O)c1cc2ccccc2o1
  8 | 16% | 0% | -10% | 3 | 0% | 0% | -2% | -0.4
CCOC(=O)C1CCCN(C(c2ccccn2)c2c(C)[nH]c3ccccc23)C1 (configuration not stated)
  6 | 3% | ? | 7% | -4 | 2% | 0% | -21% | -0.4
COc1ccc(OC)c(NC(=O)COC(=O)COc2ccc(Nc3ccccc3)cc2)c1
  nt | 8% | -1% | -11% | 8 | -5% | 0% | 10% | nt
Cc1ccc(-c2nnn(CC(=O)N(CC(=O)NCCC(C)C)c3ccc(F)cc3)n2)cc1
  nt | 1% | 8% | -18% | -14 | -2% | 2% | 5% | 1.0
COc1ccc(S(=O)(=O)NC2(C(F)(F)F)N=C3SCCN3C2=O)cc1 (configuration not stated)
  0 | 0% | 33%[activator] | 45% | 0 | -7% | 3% | -5% | -1.4
CCN(CC(=O)Nc1c(F)cccc1F)C(=O)Cn1c(=O)cnc2ccccc21
  26 | -19% | 19% | 7% | -11 | -5% | 3% | 1% | 0.0
O=C(NCCc1ccccc1)c1ccco1
  -20 | -2% | 125%[activator] | -35% | -5 | 2% | 1% | 0% | 0.6
Nc1ccc2c(c1)Cc1cc(N)c(Br)cc1-2
  nt | 1% | -22% | ? | -2 | 5% | -11% | 8% | nt
NS(=O)(=O)c1cc(C(=O)N2CCNC(=O)C2)ccc1Cl
  -5 | 0% | -19% | -8% | -10 | 0% | -2% | ? | 0.7
COc1ccccc1CNC(=O)c1cc(-c2ccccc2)n(Cc2cc(C)no2)n1
  2 | 1% | ? | 20% | 0 | -5% | -1% | -2% | -1.6
Cc1cc(C(=O)NC(=S)Nc2cccc(C(=O)O)c2C)ccc1[N+](=O)[O-]
  -7 | 0% | 20µM* | -9% | -4 | -3% | -3% | 0% | 0.8
c1ccc(N2CCN(Cc3nnc(-c4ccc5c(c4)OCO5)o3)CC2)cc1
  nt | -21% | 2% | -8% | 4 | -3% | -1% | 1% | nt
Cc1cccc(CNC(=O)C2CCC(=O)N(C3CC3)C2)c1 (configuration not stated)
  0 | -2% | 6% | 13% | -4 | 4% | 4% | 1% | -0.5
CCCN1C(=O)C2(C(C(=O)c3ccc(C)o3)=C(O)C(=O)N2CCCN2CCOCC2)c2ccccc21 (configuration not stated)
  14 | -2% | -10% | 11% | 14 | -4% | -6% | -10% | -0.1
CC(C)c1ccccc1NC(=S)NC(=O)C1CCCCC1
  nt | -6% | 16µM* | -36% | -3 | -3% | 5% | ? | nt
CCc1ccc(CNC(=O)c2ccc3c(c2)nc2n3CCCCC2)cc1
  nt | -3% | 26%&-15% | 7% | 1&-1 | 0% | 0% | 5% | 0.1
CCOC(=O)N1CCN(S(=O)(=O)c2cc(Cl)ccc2Cl)CC1
  -21 | -5% | 0% | -5% | -4 | -4% | 1% | -1% | -0.5
C=CCn1c(=O)c(C(=O)NCc2ccc(Cl)cc2)c(O)c2ccccc21
  8 | 2% | 0% | 24% | 0 | -3% | 4% | -1% | 0.7
O=C(CCN1CCCC1=O)NC1CCCc2c1cnn2-c1ccc(F)cc1F (configuration not stated)
  -1 | -8% | 0% | -14% | -2 | 5% | -1% | -8% | 0.5
CCN(CC)S(=O)(=O)c1ccc(N2CCOCC2)c(NC(=O)c2ccc(OC)c([N+](=O)[O-])c2)c1
  -8 | -5% | -7% | -6% | 0 | -1% | -4% | -14% | -0.3
Cc1ccc(C(=O)N/N=C\c2ccc(-c3ccc([N+](=O)[O-])cc3)o2)cn1
  4 | -1% | 106%[activator] | -13% | -1 | 0% | 0% | 12% | 0.3
Cc1ccc(Cl)cc1Nc1nc(-c2cccnc2)cs1
  -10 | 6% | 1% | 13% | -1 | 8% | -3% | 3% | -1.0
CCOC(=O)C1CCN(CC(=O)Nc2c(C(=O)OC)[nH]c3cccc(Cl)c23)CC1
  14 | -2% | ? | -6% | -6 | -1% | 2% | -9% | 26
CNC(=S)N1CCN(c2ccc([N+](=O)[O-])cc2)CC1
  -13 | -3% | -2% | -43% | 2 | -2% | -1% | -5% | -0.2
CN(C)CCN(Cc1ccccc1)S(=O)(=O)c1ccc(-c2cc(C(F)(F)F)on2)s1
  nt | 6% | ? | -5% | 5 | -4% | 3% | 3% | 2.1
CCOc1ccc(C(=O)c2cnc3ccc(Cl)cc3c2S(=O)(=O)c2ccc(C)cc2)cc1
  nt | 3% | 5% | 32% | -7 | -2% | 2% | 3% | nt
C=CCOc1ccc(/C=C/C(=O)OCC(=O)NCC2CCCCC2)cc1
  5 | 8% | 12% | -15% | 8 | -3% | -7% | 9% | -0.6
CCn1cc(CNCc2cn(C)nc2-c2ccc(C3CCCCC3)cc2)cn1
  -4 | 2% | -11% | 3% | -4 | -10% | 1% | -7% | 0.0
Cc1cc(Cl)c2oc(C(=O)N3CCOCC3)c(C)c2c1
  nt | nt | 1% | nt | -2 | 19% | 0% | -5% | nt
Cc1ccc(Cn2c(C3CCCN3c3nc(-c4ccc(F)cc4)cs3)nc3cc(C(=O)NCCCO)ccc32)cc1 (configuration not stated)
  nt | 0% | -24% | 17% | -1 | -1% | -5% | 1% | nt
N#CNC(=Nc1ccccc1F)SCc1ccc(C(=O)O)cc1
  -6 | 6% | -5% | -6% | -4 | -5% | 11% | 4% | 0.4
O=C(Cn1ncn2c(cc3ccccc32)c1=O)NCCCc1ccccc1
  -2 | 9% | nt | -15%[11.4 µM] | -1 | 4% | 5% | 3% | 1.6
CCNC(=O)CN(c1ccc(F)cc1)S(=O)(=O)c1ccc2c(c1)OCCO2
  nt | 11% | 0% | 7% | 3 | -2% | 0% | 11% | nt
CCOC(=O)c1cnc(SCC(=O)NCc2ccco2)nc1N
  9 | 5% | 0% | 3% | -5 | 1% | 3% | -6% | -0.1
CCOC(=O)C1=C(COC(=O)Cc2ccc(Cl)cc2)NC(=O)NC1C (configuration not stated)
  12 | -6% | ? | -6% | -5 | -2% | -2% | -6% | -2.2
CC(CCn1cccn1)NC(=O)CCc1nnc(C2CCCCC2)o1 (configuration not stated)
  -2 | -7% | -3% | -19% | -2 | 0% | -1% | -11% | 0.7
CCCCC(=O)NC(c1ccc(N(CC)CC)cc1)c1ccc2cccnc2c1O (configuration not stated)
  3 | -4% | -6% | 12%[56.9 µM] | 11 | -4% | -26% | -2% | 0.6
Cc1ccc(C(=O)N/C(=C\c2sccc2C)C(=O)NCCCN2CCOCC2)cc1
  31* | 7% | 11% | -11% | -2 | -3% | 2% | ? | 0.1
CCOC(=O)c1nnc(-c2ccc(C)cc2)nc1N1CCSCC1
  2 | 3% | -2% | 25% | 0 | 6% | -8% | 2% | 1.4

# Source: PubChem
